# D2 agonist – HTS Assay for Allosteric Agonists of the Human D2 Dopamine Receptor: Primary Screen for Agonists; D(2) dopamine receptor (Homo sapiens), P14416; HEK293 T-REx D2 cells, calcium flux agonist mode; activation, % at 2 µM; hit rate 0.53% among 340,000; AID 485358, 2010;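 active means activation over 3 SD above normal in the single-dose calcium agonist read, cut at about 30% in these data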; further: 0% is about no effect
#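 Calcium-flux readout, 1 cycle/sec over 180 s following compound pin transfer, in inducible HEK293 Trex D2 cells (force-coupled); dopamine controls included. Positive calcium responses during this window marked compounds as potential agonists.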
# D2 antag – HTS Assay for Allosteric Antagonists of the Human D2 Dopamine Receptor: Primary Screen for Antagonists; D(2) dopamine receptor (Homo sapiens), P14416; HEK293 TREx D2 cells, calcium flux, dopamine EC80; inhibition, % at 10 µM; hit rate 2% among 340,000; AID 485344, 2010; in the data active means inhibition above about 30%; further: 0% is about no effect
#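 Tetracycline-induced HEK293 T-REx cells expressing D2 force-coupled to calcium signalling were dye-loaded, exposed to compound for 180 s, then challenged with an EC80 of dopamine; calcium flux was followed kinetically for a further 180 s.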
# RXFP1 antag – qHTS Assay for Antagonists of the Relaxin Receptor RXFP1. Relaxin receptor 1 (Homo sapiens), Q9HBX9. HEK293-RXFP1, relaxin-stimulated cAMP HTRF, 30 min; active compounds read low. activity change, negative = inhibition, % at 57.5 µM. hit rate 0.59% among 350,000. AID 1259400, 2018;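 active means activity change of -60% or lower, but not beyond a set lower limit; inconclusive means change between -60% and -40%, or beyond the set limit; inactive means change above -40%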; further: on the % scale 0 is the no-effect control and ±100 the full control effect
# Target sequence (Q9HBX9 whole entry, looked up): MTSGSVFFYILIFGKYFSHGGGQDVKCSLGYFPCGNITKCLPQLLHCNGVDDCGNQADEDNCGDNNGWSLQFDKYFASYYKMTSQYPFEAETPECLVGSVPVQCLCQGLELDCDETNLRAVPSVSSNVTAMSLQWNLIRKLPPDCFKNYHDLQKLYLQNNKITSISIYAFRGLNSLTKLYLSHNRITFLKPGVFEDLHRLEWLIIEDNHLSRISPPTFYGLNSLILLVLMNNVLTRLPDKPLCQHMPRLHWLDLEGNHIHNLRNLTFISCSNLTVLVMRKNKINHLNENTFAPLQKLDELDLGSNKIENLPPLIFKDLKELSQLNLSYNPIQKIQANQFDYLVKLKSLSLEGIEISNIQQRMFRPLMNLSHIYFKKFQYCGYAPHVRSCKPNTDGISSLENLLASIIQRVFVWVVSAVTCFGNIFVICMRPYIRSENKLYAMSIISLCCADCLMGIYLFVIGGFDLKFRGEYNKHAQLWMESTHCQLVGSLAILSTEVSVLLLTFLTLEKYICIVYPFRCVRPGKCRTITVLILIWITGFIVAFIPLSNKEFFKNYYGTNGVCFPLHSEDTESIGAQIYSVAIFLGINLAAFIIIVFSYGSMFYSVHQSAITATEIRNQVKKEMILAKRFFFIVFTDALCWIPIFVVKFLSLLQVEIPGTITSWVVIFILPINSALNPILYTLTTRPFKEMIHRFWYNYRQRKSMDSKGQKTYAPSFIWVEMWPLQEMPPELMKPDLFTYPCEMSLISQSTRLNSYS
# D1 antagonist – Antagonist of Human D 1 Dopamine Receptor: qHTS | HEK293 TREx D1 cells, calcium flux, dopamine EC80; active compounds read low | D(1A) dopamine receptor (Homo sapiens), P21728 | activity change, negative = inhibition, % at 10 µM | hit rate 3.2% among 360,000 | AID 504652, 2011; in the data active means activity change below about -30%; further: on the % scale 0 is the no-effect control and ±100 the full control effect
#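 Calcium flux readout: force-coupled, inducible Hek293 Trex D1 line, cells induced overnight at 30 C with tetracycline, dye-loaded 30–90 min at RT. Antagonism scored against EC80 dopamine challenge given 180 s after compound.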
# D1 potentiator – Potentiators of Human D1 Dopamine Receptor: qHTS; potentiation, % at 10 µM; AID 504651, 2011; hit rate 0.036% among 360,000; HEK293 TREx D1 cells, calcium flux, dopamine EC20 potentiation; in the data active means potentiation above about 30%; further: 0% is about no effect
# D1 agonist – Allosteric Agonists of the Human D1 Dopamine Receptor: qHTS; D(1A) dopamine receptor (Homo sapiens), P21728; HEK293 T-REx D1 cells, calcium flux, agonist mode; activation, % at 2 µM; hit rate 1% among 360,000; AID 504660, 2011; further: 0% is about no effect
#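 Agonism was scored from calcium flux recorded over 180 s (1 read/s) after pintool compound addition, following a 10-cycle baseline. Cells were inducible force-coupled HEK293 TREx D1, plated overnight at 30 C and loaded with no-wash calcium dye.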
# TRHR enhancer – qHTS for Small Molecule Agonists and Allosteric Enhancers of Human TRH Receptor: Primary Screen for Enhancers | TRHR cells, fluo-8 calcium fluorescence, EC20 TRH enhancement | enhancement, % at 2 µM | hit rate 0.66% among 360,000; in the data active means enhancement above about 30%; further: 0% is about no effect
#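 Enhancer read-out: after compound pinning and an initial kinetic agonist-mode read, an EC20 of TRH (10 nM final) was injected and fluo-8 calcium signal (Ex 480/Em 530) followed at 1 s/cycle for 100 cycles in TRHR-expressing cells.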
# D2 potentiator – HTS Assay for Positive Allosteric Modulators of the Human D2 Dopamine Receptor: Primary Screen for Potentiators. D(2) dopamine receptor (Homo sapiens), P14416. HEK293 T-REx D2, calcium flux, EC20 dopamine potentiation. hit rate 0.34% among 340,000. AID 485347, 2010. potentiation, % at 10 µM;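 active means potentiation over 3 SD above the plate norm, cut at about 30% in these data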; further: 0% is about no effect
#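 Potentiation of an EC20 dopamine calcium response measured kinetically over 180 s, after a preceding 180 s compound-only read flagging agonists. Cells: inducible Hek293 Trex D2 line, 4000/well, cultured overnight at 30 C before dye loading.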
# TRHR ag – qHTS for Small Molecule Agonists and Allosteric Enhancers of Human TRH Receptor: Primary Screen for Agonists; Thyrotropin-releasing hormone receptor (Homo sapiens), P34981; TRHR cells, calcium flux fluo-8, FDSS agonist mode; activation, % at 2 µM; hit rate 0.18% among 360,000; AID 493084, 2011; further: 0% is about no effect
#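 In this calcium-flux screen, cells bearing human TRHR are dye-loaded with fluo-8, baselined for 10 cycles, then exposed to library compounds; positive kinetic calcium responses during the agonist phase mark hits, with TRH as control.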
# Starred values were filed as active, the others as inactive; ? = inconclusive; . = not tested or not shown. Unless noted, no stated cut-off is given here; in the data, active means activation above about 30%; inactive means the rest.
SMILES,D2 agonist,D2 antag,RXFP1 antag,D1 antagonist,D1 potentiator,D1 agonist,TRHR enhancer,D2 potentiator,TRHR ag
O=C(CCCCCn1c(=S)[nH]c2ccc(N3CCOCC3)cc2c1=O)NCc1ccc2c(c1)OCO2,0.5,13,?,7,-2,-1,5,0,0.4
CCOc1ccc(N(C(C)C(=O)N/N=C(\C)c2cccc(NC(=O)c3ccccc3)c2)S(C)(=O)=O)cc1 (centres undefined),-0.5,17,-13,-19,-3,3,1,8,0.4
COc1ccc(CCNC(=O)C2CCN(S(=O)(=O)c3ccc(-n4cnnn4)cc3)CC2)cc1OC,-0.4,6,22,5,22,7,-1,-8,0.1
COc1ccccc1NC(=O)c1sc2nc(-c3cc4cc(Cl)ccc4oc3=O)[nH]c(=O)c2c1C,0.7,.,-18,-26,-4,12,7,4,0.4
COc1cc2c(cc1OC)C(c1ccsc1)CC(=O)N2 (centres undefined),-3.4,9,-5,2,0,5,0,-3,-0.3
CC1(C)Cc2ccccc2C(=C(C#N)C#N)N1,0.0,-11,12,-1,-7,2,3,-3,-0.9
O=C(CC1S/C(=N/N=C2CCCCCC2)NC1=O)Nc1ccc(Br)cc1F (centres undefined),-0.2,16,-12,17,3,1,-4,5,-1.5
COc1ccccc1Nc1nc(N)nc(CSC(=S)N2CC(C)CC(C)C2)n1 (centres undefined),.,.,-17,-10,-3,6,-6,.,0.0
c1cncc(-c2nc(-c3ccc4c(c3)OCCO4)cs2)c1,-1.0,10,-1,-2,-8,2,-7,2,-1.1
CSc1nc(O)c(C2OC(=O)c3ccccc32)c(=O)[nH]1 (centres undefined),-0.2,4,-4,-3,-1,5,2,-26,-0.8
CC(C)(C)OC(=O)[C@H](Cc1ccccc1)NC(=O)c1[nH]cnc1C(=O)N[C@@H](Cc1ccccc1)C(=O)OCc1ccccc1,0.6,-20,.,-28,-6,7,22,0,-2.1
COc1ccc(OCCN(C)CC(=O)Nc2ccccc2SC)cc1,-2.0,-8,-11,-6,3,4,0,7,-1.3
COc1ccc(-c2csc(Nc3ccc(S(=O)(=O)Nc4cc(OC)nc(OC)n4)cc3)n2)cc1,-0.8,-1,.,-15,-11,0,4,-3,-2.3
Cc1cc(Br)c(NC(=O)c2c(-c3c(Cl)cccc3Cl)noc2C)c(Br)c1,1.9,9,-4,12,0,11,-9,-8,0.8
O=[N+]([O-])c1cccc(-c2nnc(-c3ccccc3F)o2)c1,-2.1,2,1,11,-3,-1,0,-1,-0.5
CC(CN1CCOCC1)OC(=O)c1cccc(Br)c1 (centres undefined),0.4,5,0,-11,-7,0,1,-8,-0.2
OCc1nc2ccccc2n1/N=C/c1cccs1,.,.,-9,-29,-12,2,-5,.,-0.7
CC(C)OC(=O)CCc1nc2ccccc2[nH]c1=O,0.4,-4,-9,-12,-3,2,5,7,-0.5
CC1(C)CC(=O)C(N=Nc2cc(S(=O)(=O)N3CCOCC3)ccc2Cl)=C(O)C1,-0.3,8,6,-3,-1,2,7,14,-1.2
COc1ccc(NC(=O)C2CCN(C(=O)Cc3ccccc3)CC2)c(OC)c1,1.1,3,4,-5,-7,1,1,6,0.6
CC(C)(C)c1ccc(C(=O)Nc2cc(-c3ccccc3)nn2-c2ccccc2)cc1,-0.2,.,.,4,2,3,2,7,0.7
O=C(Nc1ccc(Br)cn1)C1CCCN1S(=O)(=O)c1ccccc1 (centres undefined),0.7,16,-6,18,-1,-1,1,-1,-0.2
Cc1ccc(CCC(=O)Nc2ccc(C#N)cc2)o1,-0.5,3,-3,-17,5,2,6,0,-0.4
O=C(Cn1[nH]c(=O)c2ccccc2c1=O)NCC1COc2ccccc2O1 (centres undefined),0.3,-29,2,-6,.,4,-5,-7,0.1
Cc1ccc(NC(=O)COc2ccc(Br)cn2)cc1,0.1,6,2,9,2,3,-4,-1,0.1

# Full records, quoted from the list:
# COc1ccc(CCNC(=O)C2CCN(S(=O)(=O)c3ccc(-n4cnnn4)cc3)CC2)cc1OC reads D2 agonist: -0.4; D2 antag: 6; RXFP1 antag: 22; D1 antagonist: 5; D1 potentiator: 22; D1 agonist: 7; TRHR enhancer: -1; D2 potentiator: -8; TRHR ag: 0.1
# COc1ccccc1NC(=O)c1sc2nc(-c3cc4cc(Cl)ccc4oc3=O)[nH]c(=O)c2c1C reads D2 agonist: 0.7; D2 antag: .; RXFP1 antag: -18; D1 antagonist: -26; D1 potentiator: -4; D1 agonist: 12; TRHR enhancer: 7; D2 potentiator: 4; TRHR ag: 0.4

# The main list resumes, repeating the 5 entries before the break.
SMILES,D2 agonist,D2 antag,RXFP1 antag,D1 antagonist,D1 potentiator,D1 agonist,TRHR enhancer,D2 potentiator,TRHR ag
CC(C)(C)c1ccc(C(=O)Nc2cc(-c3ccccc3)nn2-c2ccccc2)cc1,-0.2,.,.,4,2,3,2,7,0.7
O=C(Nc1ccc(Br)cn1)C1CCCN1S(=O)(=O)c1ccccc1 (centres undefined),0.7,16,-6,18,-1,-1,1,-1,-0.2
Cc1ccc(CCC(=O)Nc2ccc(C#N)cc2)o1,-0.5,3,-3,-17,5,2,6,0,-0.4
O=C(Cn1[nH]c(=O)c2ccccc2c1=O)NCC1COc2ccccc2O1 (centres undefined),0.3,-29,2,-6,.,4,-5,-7,0.1
Cc1ccc(NC(=O)COc2ccc(Br)cn2)cc1,0.1,6,2,9,2,3,-4,-1,0.1
O=C(c1ccc(Br)cc1)N1CCC(C(=O)N2CCN(c3ccccc3)CC2)CC1,0.9,-9,-11,-5,-11,7,1,12,0.4
N=c1c2c3c(sc2ncn1N)CCCCC3,0.5,-9,-5,10,7,-1,9,4,0.9
COCCOc1cnn(-c2cc(Oc3ccc(C)cc3)ncn2)c(=O)c1Cl,0.9,-29,-5,3,1,1,-5,3,0.3
COc1ccc(OCc2nc3ccccc3n2Cc2ccccc2Cl)cc1,2.6,.,.,-1,-4,16,1,-8,-0.2
Cc1ccc(CNC(=O)CCCNC(=O)c2ccc(Cl)cc2)n1C,0.9,17,5,-4,-1,0,2,29,0.5
CC1(C(=O)NC2CCCCCC2)CCC(=O)N1Cc1ccc2c(c1)OCO2 (centres undefined),0.2,-7,-13,5,-8,3,-3,-7,-0.3
Cc1cc(C)cc(N2C(=O)CC(Sc3ccccc3C(=O)O)C2=O)c1 (centres undefined),-0.3,-1,-2,16,-2,2,15,-1,0.0
COc1ccc(N/C=C(\[N+](=O)[O-])S(=O)(=O)c2ccccc2)cc1,-2.6,-4,3,-4,-2,3,21,1,-2.4
COc1ccc(-c2ccc(-c3noc(C(C)C)n3)c(OC)n2)cc1,0.9,-12,-21,7,9,2,-4,4,1.2
COc1ccc(C(=O)NCCn2cc(SCC(=O)NCC3CCCO3)c3ccccc32)cc1 (centres undefined),-0.7,-4,-2,-16,-3,1,-1,0,-0.6
COc1ccc(-c2csc3ncn(-c4ccccc4OC)c(=O)c23)cc1OC,0.6,-15,-10,-6,-1,3,2,10,-0.3
COc1ccc(N=Cc2c(O)n(-c3cccc(C)n3)c(=O)c3ccccc23)c(OC)c1,.,.,7,-20,11,9,2,.,8.5
COc1cccc(-c2nnc(-c3ccccc3NC(=O)c3cccc(C(F)(F)F)c3)o2)c1,1.1,.,.,20,0,-1,-2,-4,0.9
CCN(CC(=O)Nc1ccccc1OC)C(=O)Cn1cnc2ccccc2c1=O,1.1,5,2,6,2,0,0,12,-0.2
Cc1ccc(C(=O)N/N=C/c2ccc(-c3cccc(Cl)c3)o2)cn1,-0.2,-20,-19,5,-9,4,18,-3,-0.2
CCN(C(=O)COc1cccc2cccnc12)C1CCS(=O)(=O)C1 (centres undefined),6.3,19,-6,-21,-6,2,-4,-1,0.9
Nc1c(N(Cc2ccccc2)C(=O)COc2ccc(F)cc2)c(=O)[nH]c(=O)n1Cc1ccccc1,-0.1,11,-12,0,-4,3,-2,0,-0.2
O=C(N/N=C/c1cc([N+](=O)[O-])ccc1Cl)c1ccc2nc[nH]c2c1,0.9,0,-3,13,-2,3,-6,-8,0.1
O=C1CCCC2=C1C(c1ccncc1)c1c(nc(SCc3ccccc3)[nH]c1=O)N2 (centres undefined),0.4,20,-29,-7,-8,0,-1,-11,0.4
CC(=O)Nc1ccc(NS(=O)(=O)Cc2ccccc2)cc1,-0.6,6,-8,1,-5,1,-2,4,0.3
COc1cccc(-c2nnc(SCC(=O)N(C)c3ccccc3)o2)c1,-0.3,.,3,0,-1,-1,9,-3,-0.5
CCc1ccc(NC(=O)C2CC(=O)N=C(N)S2)cc1 (centres undefined),0.4,9,-5,0,-5,2,10,2,0.2
CCOC(=O)C1=C(O)CSC1=Nc1ccc(C)cc1,-0.3,-3,-9,-3,-3,3,2,-3,-0.9
Cc1ccc(NC(=O)C2CCN(S(=O)(=O)c3ccc(N4CCCC4=O)cc3)CC2)cc1Cl,0.0,16,-7,-71*,-10,12,-10,-23,-0.3

# Screens as filed in PubChem.
